Source: PubChem
Diaphorase act: activates diaphorase or chemically reduces, flagging diaphorase assay artifacts | Diaphorase/resazurin coupled assay, resorufin fluorescence, 16 min; active compounds read high; 1 = vehicle wells, 0 = NADH-free wells | activation factor at 20 µM | actives 0.005% (n = 190,000) | AID 1229;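 active = diaphorase activity raised at least twofold by the compound at 20 µM; inactive = activation factor below 2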
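Material: purified diaphorase enzyme from Clostridium kluyveri / Medium: HEPES pH 7.4 buffer with MgCl2 and Tween 20 / Schedule: enzyme reaction of 16 min at room temperature / Measured by: resorufin fluorescence, excitation 544 nm, emission 590 nm / Evaluation: rise in resorufin formation, marking diaphorase activation or chemical reduction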
PMI activator: phosphomannose isomerase (human) activation | activation factor at 20 µM | P34949 | purified human PMI, coupled resazurin fluorescence, 20 min; active compounds read high; 1 = vehicle control, 0 substrate-free wells | actives 0.005% (n = 190,000) | AID 1214;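 active = activation factor of 2 or more at 20 µM, relative to plate controls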
PPARg SRC-1 ag: promotes SRC-1 coactivator recruitment by human PPARgamma; P37231; PPARgamma-SRC-1 coactivator recruitment biochemical assay; activation, % at 8 µM; actives 0.41% (n = 200,000); AID 631; in the data active = activation above about 19%;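 note: 0% = DMSO and 100% = reference agonist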
G6PDH CS: inhibits Leuconostoc G6PDH, flagging false hits in G6PDH-based assays | Purified L. mesenteroides G6PDH, diaphorase/resazurin coupled fluorescence, 45 min | inhibition, % at 5 µM | actives 0.12% (n = 200,000) | AID 1020; in the data active = inhibition above about 50%
PPARg SRC-2 ag: PPARgamma-driven SRC-2 recruitment agonism; P37231; PPARgamma LBD-SRC-2 recruitment, biochemical; activation, % at 8 µM; actives 0.34% (n = 200,000); in the data active = activation above about 22%;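 note: 0% = vehicle and 100% = reference agonist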
PMI act hi M6P: PMI (human) activation, high substrate. coupled PMI enzyme assay, resazurin fluorescence, 20 min; active compounds read high; 1 = untreated enzyme, 0 = substrate-free blank. activation factor at 20 µM. actives 0.34% (n = 190,000). AID 1216;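 active = activation factor of 2 or more at 20 µM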
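Test system: human phosphomannose isomerase with PGI, G6PDH, diaphorase coupling enzymes; amount: 15 ng/mL PMI; incubation: enzyme reaction with compound 20 min at room temperature; technique: resorufin fluorescence (Ex 544/Em 590 nm) from resazurin via diaphorase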
PPARg SRC3 recr: agonists of human PPARgamma SRC-3 coactivator recruitment; actives 0.26% (n = 200,000); AID 731; activation, % at 8 µM; biochemical PPARgamma/SRC-3 coactivator recruitment assay; P37231; in the data active = activation above about 23%;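 note: 0% = DMSO and 100% = reference agonist; some compounds past the cut are filed as inactive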
Diaph inh CS: diaphorase inhibition or chemical oxidation counter-screen. diaphorase resazurin-to-resorufin fluorescence, NADH, 16 min; bacterial (C. kluyveri) enzyme, not human. inhibition, % at 20 µM. actives 0.69% (n = 190,000);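 active = primary screen inhibition at 20 µM above a set limit, cut at about 50% in these data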;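 note: plate controls were DMSO with full reaction for no effect and wells lacking NADH for full effect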
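Assay system: diaphorase enzyme from Clostridium kluyveri. Quantity: enzyme working solution with 0.14 U/mL diaphorase. Schedule: reaction incubation of 16 min at room temperature. Technique: resorufin fluorescence, excitation 544 nm, emission 590 nm. Controls: No-NADH positive control and DMSO neutral control.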
ROMK primary: human ROMK K+ channel modulation, primary screen; P48048; Tet-inducible ROMK, thallium flux fluorescence; actives lie on both sides; B-score at 10 µM; actives 2% (n = 130,000); AID 1918;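 active = signal ratio slope over the read window, or its plate-corrected B-score, at least 3 SD from the plate mean, either direction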;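 note: B-score of the F/F0 ratio slope over 7 to 12 s after thallium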
Target sequence (P48048 whole entry, looked up): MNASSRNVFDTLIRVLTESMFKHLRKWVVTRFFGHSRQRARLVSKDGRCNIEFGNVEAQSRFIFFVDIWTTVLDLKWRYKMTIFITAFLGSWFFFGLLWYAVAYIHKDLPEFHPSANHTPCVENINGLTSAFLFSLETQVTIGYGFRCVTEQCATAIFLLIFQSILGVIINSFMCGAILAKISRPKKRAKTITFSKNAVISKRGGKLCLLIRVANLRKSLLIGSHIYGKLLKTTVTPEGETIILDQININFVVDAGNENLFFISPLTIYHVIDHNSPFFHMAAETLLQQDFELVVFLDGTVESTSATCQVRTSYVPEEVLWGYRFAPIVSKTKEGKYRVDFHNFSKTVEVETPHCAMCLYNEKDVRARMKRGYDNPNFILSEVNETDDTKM
S1P3 antag: S1P3 (human) receptor antagonism | Q99500 | actives 0.27% (n = 170,000) | CHO S1P3 NFAT-BLA reporter, FRET fluorescence, antagonist mode | inhibition, % at 4.98 µM;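 active = inhibition above the plate cutoff, the mean inhibition of test wells on that plate plus 3 SD, cut at about 28% in these data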;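 note: cells challenged with S1P at its EC80 of 0.8 µM; blue over green emission ratio from cleaved BLA substrate after 4 h stimulation; 0% = S1P-stimulated wells and 100% = unstimulated DMSO-only wells; some compounds past the cut are filed as inactive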
Target sequence (Q99500 whole entry, looked up): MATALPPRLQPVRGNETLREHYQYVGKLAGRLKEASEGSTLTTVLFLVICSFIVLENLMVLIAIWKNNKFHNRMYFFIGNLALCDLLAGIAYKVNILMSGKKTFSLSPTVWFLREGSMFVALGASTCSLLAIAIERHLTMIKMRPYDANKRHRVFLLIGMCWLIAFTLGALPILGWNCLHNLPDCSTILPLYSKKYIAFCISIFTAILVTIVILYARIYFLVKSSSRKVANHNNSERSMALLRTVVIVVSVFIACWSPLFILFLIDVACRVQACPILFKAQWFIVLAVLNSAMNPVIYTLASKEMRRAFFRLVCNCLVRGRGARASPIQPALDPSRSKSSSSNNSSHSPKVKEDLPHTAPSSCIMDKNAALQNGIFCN
TR-FRET SRC-2 ct: flags TR-FRET format artefacts in PPARgamma SRC-2 recruitment agonist screen. actives 0.4% (n = 200,000). TR-FRET ratio at 8 µM. AID 1049. TR-FRET artefact counter-screen; active compounds read high; in the data active = TR-FRET ratio above about 2000; note: inactives centre near 1500
Starred values were filed as active, the others as inactive; nt = not tested or not shown.

canonical_smiles,Diaphorase act,PMI activator,PPARg SRC-1 ag,G6PDH CS,PPARg SRC-2 ag,PMI act hi M6P,PPARg SRC3 recr,Diaph inh CS,ROMK primary,S1P3 antag,TR-FRET SRC-2 ct
CC(=O)Nc1sc2c(c1CN1CCN(C)CC1)CCCC2,0.9,1,-4,-3,3,1,-6,11,nt,nt,1654
COc1ccc(NC(=O)C2CCCCN2CC(=O)OCc2ccccc2)cc1OC (centres undefined),1,1.2,8,4,-5,1.1,-3,5,nt,8,1586
COc1ccc(-c2noc(CCCC(=O)O)n2)cc1,0.9,1,0,0,2,1,-1,6,nt,-44,1577
COC(=O)c1cc(Cl)c(NC(=O)/C=C/c2ccc(Cl)cc2)cc1OC,0.9,0.9,1,-62,5,0.9,-3,9,nt,nt,1515
COc1ccc2c(CC(=O)NCC3CCC(C(=O)O)CC3)cc(=O)oc2c1 (centres undefined),0.9,1,4,6,10,0.9,4,6,nt,nt,1755
N=C1/C(=C/c2cccn2-c2ccc([N+](=O)[O-])cc2)C(=O)N=C2SC=CN12,0.9,0.9,7,-9,4,1,0,6,nt,4,1670
Cc1cccc(N2CCN(C(=O)/C=C/c3cccs3)CC2C)c1 (centres undefined),0.9,1.1,-3,-1,-10,1,0,6,-0.043,-9,1438
Clc1ncccc1-c1nnn(-c2ccccc2)n1,1.1,1,4,3,5,1.1,4,-9,nt,1,1610
CC(=O)SC(C[N+](=O)[O-])c1cn(C(C)=O)c2ccccc12 (centres undefined),1,0.4,7,1,4,0.6,5,4,nt,nt,1453
O=C(/C=C/c1cccs1)Nc1ccc(N2CCOCC2)c(S(=O)(=O)Nc2ccccc2Cl)c1,0.8,1.1,0,8,2,1,0,21,nt,19,1527
CCCOc1cccc(CN2CCCCC2c2cccnc2)c1 (centres undefined),0.9,1.1,0,-4,11,1.1,-3,11,-0.68,nt,1378
Cc1cc(/C=N/N2CCN(C)CC2)c(C)n1-c1ccccc1F,1.1,1,3,7,8,1,4,-9,1.3,1,1632
C(=C\c1ccccc1)/CN1CCN(c2ncnc3c2oc2ccccc23)CC1,0.7,0.9,9,3,2,0.9,6,33,-1.3,nt,1489
CCCC(=O)Nc1sc2c(c1C(=O)OCC)CC(C)(C)OC2,nt,nt,-3,18,-3,nt,-1,nt,0.0076,-16,1427
CSc1nnc(C)c(=O)n1COC(=O)c1cc(Cl)ccc1[N+](=O)[O-],1,1.2,14,5,2,1.1,5,2,0.01,20,1613
N#C/C(=N\Nc1ccccc1[N+](=O)[O-])C(=N)N1CCCCC1,0.9,1,1,2,6,0.9,1,14,0.0095,-1,1656
CN(Cc1ccc(F)cc1)Cc1nc(CCc2ccccc2)no1,1.1,0.9,-8,18,1,1,6,-7,-1.5,-10,1290
CCC/C(O)=C1\C(=O)CCCC1=NC(C)C(=O)O (centres undefined),0.9,1,4,0,4,1,6,12,0.55,-27,1749
O=C(c1cnc2n(c1=O)CCS2)N(c1ccccc1)C1CCCCC1,1.1,1.2,9,3,3,1.1,5,-15,-0.22,-17,1466
NC(=O)CC(c1ccccc1)c1ccco1 (centres undefined),0.9,0.9,-6,0,0,1,-1,14,nt,nt,1467
O/C(=C\Sc1nnc(Cc2ccccc2)o1)c1ccc(Br)cc1,0.9,1.1,4,10,-6,1,-10,8,0.081,81*,1517
Cc1ccc(-c2nc(C=Nc3cccc(C)c3)c(O)o2)cc1,1,1,2,7,-2,1,4,3,-0.38,-3,1499
O=C(CN1CCN(C(=O)N2CCCCC2)CC1)Nc1ccc(F)cc1,1,1,-11,-10,2,0.9,-10,5,nt,8,1442
NS(=O)(=O)c1ccc(-n2nncc2C23CC4CC(CC(C4)C2)C3)cc1,1,1.1,1,6,-5,1.1,-9,3,0.093,22,1434
CCCCN(C(=O)c1ccc(Cl)cc1)C1CC2CCC(C1)N2C (centres undefined),0.9,0.9,-5,-1,1,1,-6,5,nt,-18,1419
Cc1ccc(CN2C(=O)CCC2C(=O)NCCCN2CCCCC2C)cc1 (centres undefined),0.9,0.9,-4,17,5,0.9,-1,7,0.008,10,1652
O=C(CSCC(=O)OCC(=O)c1ccc(Br)cc1)Nc1ccc(Br)cc1,0.8,0.9,6,-7,0,1,9,18,-0.53,nt,1612
CC(C)(C)n1nc2c(c1NC(=O)c1ccc(S(=O)(=O)N3CCCC3)cc1)CS(=O)C2 (centres undefined),0.7,0.9,-4,1,-8,1,4,27,nt,-6,1649
NC(=O)CSc1nnc(-c2ccc(S(=O)(=O)N3CCOCC3)cc2)n1Cc1ccccc1,1,1,-1,5,-6,1,-11,0,1.1,-32,1489
CCc1nc(SCC(=O)Nc2nnc(CC)s2)c2c(C)c(C)sc2n1,0.9,1,3,-3,-2,1.1,-3,8,0.078,nt,1448
Cc1ccccc1OCC(O)CN1CCN(C)CC1 (centres undefined),1,1.1,0,17,3,1.1,0,-4,0.8,-8,1546
CC(=O)Cn1nnc2sc(-c3ccccc3)cc2c1=O,0.9,1,7,3,-16,0.9,5,12,0.069,2,1481
COc1ccccc1C(=O)Nc1nc(-c2cccs2)c(NC(C)=O)s1,0.9,0.9,7,4,4,0.9,-3,9,nt,nt,1590
CC/C(=N\NC(=O)COc1ccc(Br)cc1)c1ccc(OC)c(OC)c1,1,1,4,0,7,1,3,-3,-0.074,17,1469
CC(=O)Nc1ccccc1C(=O)C(=O)Nc1cccc(C(=O)NCc2ccc(C)cc2)c1,0.9,0.9,-6,5,4,0.9,0,13,0.37,-2,1469
CC(=O)c1cnc2c(-c3ccccc3)cnn2c1C,1,1,7,-4,-3,1,16,-4,nt,nt,1642
Brc1cc(Br)c2nc(-c3ccc(N4CCOCC4)cc3)ccc2c1,0.8,1.1,25*,-62,22*,1.3,35*,16,nt,nt,2276*
O=c1c2ccccc2c(C=NCCc2ccccc2)c(O)n1Cc1ccccc1,1,0.8,3,4,-9,0.9,-2,0,nt,nt,1577
CCN1CCN(C(c2ccccc2OC)c2nnnn2C2CCCCC2)CC1 (centres undefined),1,1.1,-2,-3,3,1.2,-5,-2,-2.1,-34,1384
N=C(N)SCc1cccc2ccccc12,1,1,-9,0,10,1,-4,0,nt,nt,1679
O=C(CCn1c(=O)[nH]c2ccsc2c1=O)N1CCc2ccccc2C1,1.1,1,-1,30,1,1,-5,-8,nt,nt,1482
C/C=C/c1cc(CN2CCN(c3ccccc3)CC2)c(O)c(OC)c1,0.9,0.7,13,7,2,0.7,2,14,0.21,-3,1527
Cc1ccc(-c2cc(C(F)(F)F)c(C#N)c(=O)[nH]2)cc1,0.9,0.8,9,21,-1,0.8,2,14,-0.71,-12,1439
O=C(NCC(c1ccco1)N1CCN(c2ccccc2)CC1)OCc1ccccc1 (centres undefined),1,0.9,3,7,-2,1,0,2,nt,-4,1582
c1ccc(-n2cnnc2SCc2nc3ccccc3s2)cc1,0.8,1.1,8,1,4,1,11,18,nt,-10,1502
COc1ccc(N=C2C(=O)Nc3c(C)cccc32)cc1,0.9,0.9,3,5,6,0.8,12,11,-0.82,24,1614
Cc1ccc(Nc2nc(N)nc(CSc3nc(C)cc(C)n3)n2)cc1,0.9,1,-8,0,-7,1,-6,14,0.65,nt,1326
CC(C)(C)NC(=O)COC(=O)c1snc(C(=O)NC2CCCCC2)c1N,0.8,0.9,7,5,-3,0.9,-3,18,-3.8*,-23,1449
CC1Cc2nc(SCC(=O)Nc3ccc(F)cc3F)n(C)c(=O)c2S1 (centres undefined),0.9,1.1,-1,5,-3,1,-5,5,nt,-14,1484
COc1ccc(Cl)cc1S(=O)(=O)Oc1ccc(NC(C)=O)cc1,0.8,0.9,1,6,-1,1,5,18,nt,nt,1570
CCCCC(CC)C(=O)Nc1ccc(Nc2ccccc2)cc1 (centres undefined),0.9,0.9,3,12,-8,0.9,5,9,1.5,-6,1490
CCCCNC(=S)Nc1ccc(-c2nc3ccc(C)cc3s2)cc1,0.9,1,3,12,15,1.1,2,7,-0.31,7,1744
CC1CCc2sc(C(=O)OC(C)C(=O)Nc3ncc(Cl)cc3Cl)cc2C1 (centres undefined),1,1.2,0,9,5,1.1,-1,-4,-0.16,-9,1554
CCCNC(=O)COc1nc2ccccc2nc1N1CCOCC1,0.9,1.1,2,-3,1,1.1,1,6,1.9,-6,1461
COC(=O)c1nn(-c2cccc(C)c2)c2nnc(Cc3ccccc3)c(=O)n12,1,1.1,6,6,3,1.2,0,4,0.29,-21,1683
CC(C)OC(=O)c1c(-c2ccc(C(C)C)cc2)csc1NC(=O)C1CCCO1 (centres undefined),0.7,0.9,2,0,0,0.9,-2,28,0.025,nt,1542
O=S(=O)(c1ccc2c(c1)OCCO2)N1CCC(c2nc3ccccc3s2)CC1,1,1,5,13,-4,1,-2,-3,-0.4,-1,1480
Cn1cnnc1SCC(=O)c1ccc(OC(F)F)cc1,0.9,1.1,5,6,4,1.2,1,6,nt,nt,1450
N#Cc1ccc(N2CCN(c3ccc(F)cc3)CC2)cc1,1,1,6,4,9,1,5,3,nt,nt,1650
O=C(c1ccc([N+](=O)[O-])cc1[N+](=O)[O-])n1cnc2ccccc21,1,1.2,2,-1,0,0.9,-5,5,-1.4,-11,1672
CN(C)c1ccc(NC(=O)c2ccc(COc3cccc(Cl)c3)o2)cc1,1,1,5,5,1,1,9,1,-0.44,nt,1539
